TNAP inhibition: human TNAP enzyme inhibitors, biochemical, luminescent (AID 518); Alkaline phosphatase, tissue-nonspecific isozyme (Homo sapiens); purified TNAP enzyme, luminescent substrate readout; higher % means a stronger effect; inhibition, % at 20 µM, or IC50 in µM where a hit was titrated; 64,000 tested, 0.09% active; in the data active = a potency from the dose series; inactive = the rest, 99 in 100 with inhibition below about 22%;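 note: plate controls were vehicle for no effect and reference inhibitor for full effect; many of its hits are not listed in these tables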
HPDE-C7K KRASV12: cytotoxicity in KRAS-transformed pancreatic duct cells, primary screen, cell-based, fluorescence, HTS (AID 431); HPDE-C7K KRASV12 cells, Alamar Blue viability, 48 h; higher % means a stronger effect; cytotoxicity, % at 10 µM; hits with a dose series show EC50 in µM; 63,000 tested, 1.7% active;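 active = compounds whose percent cytotoxicity in the single-dose primary screen, scaled between solvent and toxic-drug controls, exceeds 50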;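 note: 0% = DMSO solvent wells and 100% = doxorubicin-treated wells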
Bfl-1 displacement: Bfl-1 inhibitors, primary screen, biochemical, fluorescence polarization, FITC-Bid, mouse (AID 432); Bcl-2-related protein A1 (Mus musculus); FITC-Bid BH3 peptide fluorescence polarization displacement; higher % means a stronger effect; one-dose displacement, % at 20 µM; IC50 in µM for titrated hits; 64,000 tested, 0.02% active; in the data active = a potency from the dose series; inactive = the rest, 99 in 100 with displacement below about 15%; note: strong numbers were not always called active
HT1080 cytotoxicity: cytotoxicity in HT1080 fibrosarcoma cells, cell-based, fluorescence readout (AID 620) | HT1080 viability, fluorescence; higher % means a stronger effect | cytotoxicity, % at 10 µM, or EC50 in µM where a hit was titrated | 87,000 tested, 0.42% active;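 note: cells exposed to compound overnight then 4 h with Alamar Blue; 0% = vehicle DMSO and 100% = killing control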
LYP phosphatase: LYP phosphatase inhibitors, primary screen, biochemical, DiFMUP fluorescence, recombinant catalytic domain, 10 µM (AID 606); Tyrosine-protein phosphatase non-receptor type 22 (Homo sapiens); recombinant LYP catalytic domain, DiFMUP fluorescence; higher % means a stronger effect; inhibition, % at 10 µM; hits with a dose series show IC50 in µM; 52,000 tested, under 10 active;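 active = IC50 under 40 µM in the dose-response test; inactive = IC50 of 40 µM or more, or never dose-tested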
HPDE-C7 cytotoxicity: cytotoxicity in HPDE-C7 cells, cell-based, fluorescence, HTS (AID 430) | HPDE-C7 pancreatic duct cells viability, fluorescence; higher % means a stronger effect | one-dose cytotoxicity, % at 10 µM; EC50 in µM for titrated hits | 63,000 tested, 1.8% active;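 note: cells exposed to compound for 48 hours before viability readout; 0% = vehicle and 100% = reference cytotoxic drug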
Spn DPM-DC inh: S. pneumoniae DPM-DC inhibitors, primary screen, biochemical, PK/LDH-coupled NADH fluorescence | purified DPM-DC | calls only at 10 µM | 65,000 tested, 0.49% active;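 active = the 320 compounds with the highest percent inhibition in the single-dose primary screen, excluding strongly autofluorescent ones, cut at about 32% in these data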;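 note: kinetic rate of NADH fluorescence loss reporting ADP formed by the decarboxylase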
PMK inhibit: S. pneumoniae PMK inhibitors, primary screen, biochemical, mevalonate pathway, pilot trial included; AID 539, 2006; 65,000 tested, 0.49% active; phosphomevalonate kinase (Streptococcus pneumoniae D39); purified PMK, PK/LDH-coupled NADH absorbance 340 nm; inhibition, % at 10 µM;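 active = top-ranked compounds by inhibition in the single 10 µM screen, taking a fixed number of the strongest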;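 note: 0% = full reaction with DMSO carrier and 100% = background rate without enzyme reaction; no value below 0 was filed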
MK inhibit: S. pneumoniae MK inhibitors, primary screen, biochemical, PK/LDH-coupled NADH absorbance. mevalonate kinase [Streptococcus pneumoniae D39]. purified MK, PK/LDH-coupled NADH absorbance 340 nm. inhibition, % at 10 µM. 65,000 tested, 0.48% active;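 active = ranked among the strongest by inhibition in the single 10 µM screen, a fixed top-ranked set picked for dose follow-up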; note: no value below 0 was filed
PMK inhibit pilot replicates: further read-out of PMK inhibit, marked with its call; inhibition, %; measured here: pilot screen replicates
MK inhibit pilot replicates: recorded beside MK inhibit, whose call it bears; inhibition, %; measured here: pilot screen replicates
Spn DPM-DC inh pilot screen %: recorded beside Spn DPM-DC inh, whose call it bears; inhibition, %; measured here: pilot screen trials
* hit, by the source's call; i = inactive; nt = not tested or not shown; + = active, no number. Cut-off read from the data, not from the text of the source, unless noted: active = cytotoxicity above about 50%; inactive = the rest. Rows were taken by chance; about 3.6% have a hit in one of these screens.

SMILES	TNAP inhibition	HPDE-C7K KRASV12	Bfl-1 displacement	HT1080 cytotoxicity	LYP phosphatase	HPDE-C7 cytotoxicity	Spn DPM-DC inh	PMK inhibit	MK inhibit	others
CCOc1ccc2nc(NC(=O)C(NS(=O)(=O)c3cccs3)C(C)C)sc2c1 (stereo unspecified)	-2%	6%	-2%	0%	4%	-18%	i	12	0	PMK inhibit pilot replicates=0.0;MK inhibit pilot replicates=1.0;Spn DPM-DC inh pilot screen %=0.0
Cn1nnnc1SCc1ccccc1F	5%	-5%	0%	2%	59%	4%	i	8	12
Cc1cc(C)c(S(=O)(=O)N(CC(=O)N2CCCC2)C2CCCCC2)c(C)c1	6%	-4%	-6%	6%	4%	3%	i	4	5
CCN(CC)S(=O)(=O)c1ccc(Cl)c(C(=O)OC)c1	3%	-9%	-2%	2%	5%	-5%	i	12	4	PMK inhibit pilot replicates=2.0;MK inhibit pilot replicates=6.0;Spn DPM-DC inh pilot screen %=2.0
CC1CCc2ccc(F)cc2N1S(=O)(=O)c1cccs1 (stereo unspecified)	13%	12%	-11%	0%	17%	7%	i	12	11
COc1ccc(C(=O)CSC2=C(C#N)C3(CCCCC3)C(C#N)=C(N)N2)cc1	17%	30%	2%	22%	6%	22%	i	0	11
COc1ccc(OC)c(S(=O)(=O)N(C)CC(=O)N2CCN(c3ccccc3F)CC2)c1	2%	15%	-2%	0%	10%	7%	i	0	8
O=C(NC1CCCC1)NS(=O)(=O)c1ccccc1Cl	11%	-9%	2%	3%	18%	2%	i	0	1
COc1ccc(C(=O)OCCN2C(=O)c3ccccc3C2=O)cc1OC	7%	1%	-1%	nt	3%	-3%	i	0	1
CCOC(=O)c1c(CC(C)C)csc1NC=O	11%	-1%	-4%	3%	-13%	1%	+	0	0

Ordered by length of the SMILES (highest first): some entries from above
SMILES	TNAP inhibition	HPDE-C7K KRASV12	Bfl-1 displacement	HT1080 cytotoxicity	LYP phosphatase	HPDE-C7 cytotoxicity	Spn DPM-DC inh	PMK inhibit	MK inhibit	others
Cc1cc(C)c(S(=O)(=O)N(CC(=O)N2CCCC2)C2CCCCC2)c(C)c1	6%	-4%	-6%	6%	4%	3%	i	4	5
O=C(NC1CCCC1)NS(=O)(=O)c1ccccc1Cl	11%	-9%	2%	3%	18%	2%	i	0	1
Cn1nnnc1SCc1ccccc1F	5%	-5%	0%	2%	59%	4%	i	8	12

New compounds follow:
SMILES	TNAP inhibition	HPDE-C7K KRASV12	Bfl-1 displacement	HT1080 cytotoxicity	LYP phosphatase	HPDE-C7 cytotoxicity	Spn DPM-DC inh	PMK inhibit	MK inhibit	others
Cc1ccc(-c2c(C)n([O-])c3c([n+]2=O)CCCCC3)o1	3%	-10%	-5%	7%	-15%	-5%	i	0	9
CCOc1ccc(-c2nc(-c3ccncc3)no2)cc1OCC	2%	-12%	-5%	-3%	-1%	-8%	i	0	1
CCc1ccc(N2CC(C)Cn3c2nc2c3c(=O)n(CCN3CCOCC3)c(=O)n2C)cc1 (stereo unspecified)	8%	-17%	-12%	13%	7%	-14%	i	2	8
Cc1ccc(S(=O)(=O)C2(C(=O)N3CCCCC3C)CC2)cc1 (stereo unspecified)	-3%	-15%	-6%	-3%	-29%	-8%	i	5	0
CCCC(=O)Nc1ccc(C(=O)NCCCn2ccnc2)cc1	11%	nt	0%	5%	11%	nt	i	3	0
O=C(CS(=O)(=O)c1c[nH]c2ccccc12)Nc1ccc2c(c1)OCCO2	15%	9%	-1%	6%	nt	0%	i	0	5
O=C(c1cc2nc(-c3ccc(F)cc3)cc(C(F)(F)F)n2n1)N1CCOCC1	14%	-6%	-4%	-5%	6%	-2%	i	0	11
COc1ccc(CCNC(=O)c2cnn3cccnc23)cc1OC	17%	0%	-4%	8%	7%	-2%	i	11	5
CCOC(=O)c1ccc(N(CC(=O)NC2CCCC2)C(=O)CNC(=O)c2ccco2)cc1	9%	-8%	-2%	-1%	-23%	-19%	i	7	9	PMK inhibit pilot replicates=3.5;MK inhibit pilot replicates=4.0;Spn DPM-DC inh pilot screen %=3.0
CC(C)CC1(C(=O)O)NC(c2ccccc2O)C2C(=O)N(C(C)C)C(=O)C21 (stereo unspecified)	4%	5%	-6%	-1%	-4%	-1%	i	4	0

Retrieved by structure from above, 6 records:
SMILES	TNAP inhibition	HPDE-C7K KRASV12	Bfl-1 displacement	HT1080 cytotoxicity	LYP phosphatase	HPDE-C7 cytotoxicity	Spn DPM-DC inh	PMK inhibit	MK inhibit	others
CC(C)CC1(C(=O)O)NC(c2ccccc2O)C2C(=O)N(C(C)C)C(=O)C21 (stereo unspecified)	4%	5%	-6%	-1%	-4%	-1%	i	4	0
CCc1ccc(N2CC(C)Cn3c2nc2c3c(=O)n(CCN3CCOCC3)c(=O)n2C)cc1 (stereo unspecified)	8%	-17%	-12%	13%	7%	-14%	i	2	8
O=C(CS(=O)(=O)c1c[nH]c2ccccc12)Nc1ccc2c(c1)OCCO2	15%	9%	-1%	6%	nt	0%	i	0	5
Cc1ccc(-c2c(C)n([O-])c3c([n+]2=O)CCCCC3)o1	3%	-10%	-5%	7%	-15%	-5%	i	0	9
CCOC(=O)c1ccc(N(CC(=O)NC2CCCC2)C(=O)CNC(=O)c2ccco2)cc1	9%	-8%	-2%	-1%	-23%	-19%	i	7	9	PMK inhibit pilot replicates=3.5;MK inhibit pilot replicates=4.0;Spn DPM-DC inh pilot screen %=3.0
CCOc1ccc(-c2nc(-c3ccncc3)no2)cc1OCC	2%	-12%	-5%	-3%	-1%	-8%	i	0	1

Following part
SMILES	TNAP inhibition	HPDE-C7K KRASV12	Bfl-1 displacement	HT1080 cytotoxicity	LYP phosphatase	HPDE-C7 cytotoxicity	Spn DPM-DC inh	PMK inhibit	MK inhibit	others
COC(=O)c1cccc(NC(=O)CSc2nc3cccnc3n2C)c1	5%	-25%	-1%	0%	nt	-16%	i	9	2
COc1cccc(C2=NOC(C(=O)N3CCN(c4ccccc4)CC3)C2)c1OC (stereo unspecified)	12%	3%	-5%	-1%	-17%	-8%	i	0	11	PMK inhibit pilot replicates=3.0;MK inhibit pilot replicates=0.0;Spn DPM-DC inh pilot screen %=3.0
O=C(NCc1ccccn1)C(F)(F)C(F)(F)C(=O)NCc1ccccn1	-2%	-13%	-8%	1%	-1%	-1%	i	13	6
CCOC(=O)c1cnc2cc(Cl)c(OC)cc2c1NCC1CCCO1 (stereo unspecified)	10%	10%	-1%	-4%	-8%	4%	i	0	7
CC(=O)Nc1ccc(S(=O)(=O)N(Cc2ccco2)CC2CCCO2)cc1 (stereo unspecified)	8%	6%	0%	13%	0%	-6%	i	7	6
CC(=O)Nc1ccc(S(=O)(=O)Nc2nc3c(s2)CCCC3)cc1	14%	-4%	-6%	2%	nt	-7%	i	14	0	PMK inhibit pilot replicates=2.0;MK inhibit pilot replicates=2.0;Spn DPM-DC inh pilot screen %=3.0
Cn1c(SCC(=O)N2CCCC2)nc2ccccc2c1=O	20%	-14%	-4%	-12%	nt	-4%	i	1	7
Cc1ccc(Cn2ccc(NC(=O)c3cc(CC(C)C)on3)n2)cc1	5%	-5%	6%	-1%	13%	-22%	i	0	4
Cc1cc(C)c2[nH]c(=O)c(=O)[nH]c2c1	7%	-4%	1%	-1%	nt	-2%	i	14	10
O=C(CS(=O)(=O)Cc1ccccc1)Nc1ccccn1	5%	6%	-3%	4%	18%	4%	i	0	5
COc1cccc2cc(-c3nnc(SCC(=O)Nc4cc(C(F)(F)F)ccc4Cl)n3N)oc12	8%	8%	3%	0%	22%	7%	i	6	5
CC(=O)c1cccc(NC(=O)NCc2cccnc2)c1	5%	0%	-8%	4%	20%	9%	i	5	5
Cc1csc(NC(=O)CCc2nc3ccccc3s2)n1	4%	15%	11%	-9%	8%	-1%	i	13	7
COc1ccccc1CCC(=O)Nc1nc2ccccc2[nH]1	-4%	4%	-4%	-4%	-6%	3%	i	9	7
Cn1c(COc2ccccc2)nnc1SCCC(=O)Nc1ccccc1	6%	4%	-7%	5%	9%	-12%	i	2	0
O=C(c1ccc(S(=O)(=O)Nc2ccccc2)cc1)N1CCOCC1	5%	-9%	-2%	4%	8%	-4%	i	20	3
CCCn1nnnc1NCc1ccccc1OCc1ccc(F)cc1	4%	-1%	-2%	-5%	-4%	5%	i	9	8
Cc1cccc(NC(=O)Nc2ccc(C#N)cc2)n1	4%	13%	-2%	nt	0%	0%	i	0	6
OCCNc1nc(OCC(F)(F)F)nc(N2CCN(C34CC5CC(CC(C5)C3)C4)CC2)n1	6%	-11%	3%	-2%	nt	-2%	i	12	3
O=C(Cc1ccccc1)N1CCN(C(=O)c2cccs2)CC1	8%	-29%	-5%	2%	7%	-6%	i	10	5
Cc1n[nH]c(C)c1S(=O)(=O)N1CCCC(C(=O)NC2CCCCC2)C1 (stereo unspecified)	28%	-3%	1%	-2%	1%	-10%	i	1	31
COc1ccc(C(=O)Nc2c(N)nc(SCC(=O)N3CCC(C)CC3)[nH]c2=O)cc1OC	1%	1%	-4%	nt	-1%	-8%	i	0	7
CCOc1ccc2nc(NC(NC(C)=O)(C(=O)OC)C(F)(F)F)sc2c1 (stereo unspecified)	12%	14%	-8%	6%	12%	0%	i	2	4
CCOC(=O)c1sc2ncn(/N=C/N(C)C)c(=O)c2c1C	8%	-13%	-9%	-7%	4%	-7%	i	0	6	PMK inhibit pilot replicates=2.5;MK inhibit pilot replicates=0.5;Spn DPM-DC inh pilot screen %=2.5
O=C(c1ccc2c(c1)OCO2)N1CCN=C1SCc1cccnc1	6%	-4%	-3%	2%	1%	-10%	i	3	8
Cc1ccc(N2C(=O)Nc3ccc(Br)cc3C2(O)C(=O)NCCCN(C)C)cc1C (stereo unspecified)	6%	-6%	0%	-5%	0%	-13%	i	7	2
O=C(NC1CCCCCCC1)C1CCN(S(=O)(=O)N2CCCC2)CC1	3%	-6%	-4%	2%	1%	-18%	i	7	11
Cc1c(Cl)cccc1N1C(=O)c2ccccc2C1=O	21%	3%	-9%	-3%	nt	-12%	i	0	8	PMK inhibit pilot replicates=3.5;MK inhibit pilot replicates=0.0;Spn DPM-DC inh pilot screen %=0.0
CC(C)Oc1ccc(C(=O)NCc2ccco2)cc1	2%	-5%	-6%	2%	-3%	1%	i	0	7
O=S(=O)(Nc1ncccn1)c1ccc(Nc2ncnc3ccccc23)cc1	14%	-1%	-4%	5%	14%	-3%	i	10	0	PMK inhibit pilot replicates=7.0;MK inhibit pilot replicates=0.0;Spn DPM-DC inh pilot screen %=5.5
Cc1nc2cncc(Br)c2n1C	2%	11%	-2%	-10%	13%	-2%	i	0	15
